Bioassay records from PubChem BioAssay.
KCNQ1 pot – potentiators or activators of human KCNQ1 potassium channel | B-score at 10 µM | hit rate 0.35% among 310,000 | CHO-K1 KCNQ1, thallium flux FluxOR fluorescence; stronger effect = higher value;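 active means fluorescence ratio B-score, a plate-corrected score, at least three library SD, with initial intensity B-score within 5 SD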
Target sequence (P51787 whole entry, looked up): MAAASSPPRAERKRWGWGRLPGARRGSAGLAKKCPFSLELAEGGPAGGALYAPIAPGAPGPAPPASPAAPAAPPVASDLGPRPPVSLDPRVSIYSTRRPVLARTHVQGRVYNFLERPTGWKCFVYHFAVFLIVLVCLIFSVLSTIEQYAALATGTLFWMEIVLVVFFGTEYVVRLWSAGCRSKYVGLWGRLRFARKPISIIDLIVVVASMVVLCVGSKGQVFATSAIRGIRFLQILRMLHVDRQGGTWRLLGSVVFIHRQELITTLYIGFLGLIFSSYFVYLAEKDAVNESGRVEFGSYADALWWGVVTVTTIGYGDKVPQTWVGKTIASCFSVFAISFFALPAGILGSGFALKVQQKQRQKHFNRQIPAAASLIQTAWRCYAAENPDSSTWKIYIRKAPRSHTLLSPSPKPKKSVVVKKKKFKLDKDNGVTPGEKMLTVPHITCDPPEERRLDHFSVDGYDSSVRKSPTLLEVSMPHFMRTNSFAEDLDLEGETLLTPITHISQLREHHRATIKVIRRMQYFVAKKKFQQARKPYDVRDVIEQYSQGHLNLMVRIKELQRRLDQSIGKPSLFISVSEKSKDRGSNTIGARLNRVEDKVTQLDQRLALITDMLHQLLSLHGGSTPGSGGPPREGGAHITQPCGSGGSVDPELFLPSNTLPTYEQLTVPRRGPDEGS
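Assay system: stable KCNQ1 CHO-K1 line; medium: assay buffer, equal DMSO in all wells; timing: 90 min dye loading and 20 min compound exposure, both at room temperature; technique: kinetic FluxOR thallium fluorescence, 10-s 1-Hz baseline, 110-s post-stimulus read; read-out basis: B score of baseline-normalized fluorescence ratio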
KCNK9 block – blocks the human KCNK9 two-pore domain potassium channel; Q9NPC2; HEK293 KCNK9, FluxOR thallium flux fluorescence; stronger effect = lower value; B-score at 10 µM; hit rate 1.2% among 310,000; AID 488922;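 active means ratio B-score over 3 SD below the library mean, with starting fluorescence within 5 SD of its mean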;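 further: negative B-score means less thallium flux so channel inhibition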
DYRK1A inh – blocks rat Dyrk1A kinase activity. Q63470. inhibition, % at 12.5 µM. AID 504441. ADP-Glo luminescence, NFATc1 peptide. hit rate 0.43% among 310,000; in the data active means inhibition above about 50%;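 further: plate controls were vehicle with enzyme for no effect and no enzyme for full effect; many of its hits are not listed in these tables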
RGS4 inh – inhibitors of human RGS4. AID 463165. HEK293 M3R/RGS4 inducible, Fluo-4 calcium flux; stronger effect = higher value; triggered by carbachol at its EC20. B-score at 10 µM. P49798. hit rate 0.45% among 310,000;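 active means B-score, a plate-corrected calcium signal, over three deviations above library mean, with baseline fluorescence within five deviations of library mean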;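 further: RGS4 expression induced by doxycycline in cells with stable M3 receptor; B-score is computed from the integrated fluorescence ratio over baseline after carbachol; higher B-score means a larger calcium signal and so more RGS4 inhibition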
Target sequence (P49798 whole entry, looked up): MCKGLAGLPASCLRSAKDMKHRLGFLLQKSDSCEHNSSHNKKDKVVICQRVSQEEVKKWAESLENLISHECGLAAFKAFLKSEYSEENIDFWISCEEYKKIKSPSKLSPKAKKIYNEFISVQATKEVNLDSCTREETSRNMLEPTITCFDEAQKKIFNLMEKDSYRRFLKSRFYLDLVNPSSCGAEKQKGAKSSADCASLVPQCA
GSK3A inh – inhibitors of human GSK-3 alpha kinase; P49840; ADP-Glo luminescence, 60 min; inhibition, % at 10 µM; hit rate 0.1% among 320,000;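 in the data active means inhibition above about 50%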;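 further: GST-tagged GSK-3 alpha with peptide substrate and 25 µM ATP; 0% = DMSO neutral wells and 100% = GW8510 positive control wells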
GSK3B inh – human GSK3beta kinase inhibition; P49841; GST-GSK3beta kinase, ADP-Glo luminescence, 60 min; stronger effect = lower value; hit rate 0.038% among 300,000; activity score (negative = inhibition), % at 10 µM; AID 2097;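 active means more than half of replicate wells score below -50%, meaning over 50% inhibition versus plate controls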;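 further: 0% = median DMSO wells and -100% = median GW8510 positive control wells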
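Test system – GST-tagged human GSK3beta kinase, cell-free · Incubation – 60 min enzyme reaction, room temperature · Signal – ADP-Glo luminescence · Also added – peptide substrate and ATP at 25 µM · Controls – DMSO neutral wells and GW8510 at 20 µM as positive · Buffer or medium – Tris/MgCl2 kinase buffer · Measure – Luminescence-derived activity versus plate DMSO and GW8510 wells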
PolyA inhibitor – inhibitors of polyadenylation in S. cerevisiae; S. cerevisiae SKY197-pL101 polyadenylation reporter, beta-gal luminescence; efflux-impaired pdr1/pdr3 knockout yeast; score 100 = 6 SD above DMSO; calls only at 12 µM; hit rate 0.02% among 300,000;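 active means lowest replicate activity score at least 50, where 100 means six control SD above control mean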;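 further: yeast exposed to compound for 9 h at 30 °C; higher score means more reporter readthrough which indicates perturbed polyadenylation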
KCNK3 inh – human KCNK3 channel inhibition, primary screen; O14649; CHO-KCNK3 thallium flux, FluxOR fluorescence; stronger effect = lower value; B-score at 10 µM; hit rate 0.84% among 340,000;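 active means B-score under library mean minus 4 SD, starting fluorescence ratio at most library mean plus 5 SD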;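 further: more negative B-score means stronger inhibition of thallium flux through KCNK3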
RGS4 act – potentiators or activators of RGS4. HEK293 M3R/inducible RGS4, carbachol calcium flux Fluo4; stronger effect = lower value. B-score at 10 µM. hit rate 0.92% among 310,000. AID 463111;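 active means B-score of the integrated calcium signal more than 4 SD below the library mean, with starting fluorescence not abnormally high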;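 further: negative B-score means reduced calcium response which marks RGS4 activation or potentiation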
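Test system: HEK293 cells with stable M3R and inducible RGS4; also added: carbachol at ECmax as muscarinic agonist stimulus; schedule: dye loading 30 min 37 °C, buffer rest 30 min RT; technique: kinetic calcium fluorescence imaging with Fluo4-AM dye, 2 µM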
hERG protect – compounds protecting human hERG from proarrhythmic drug block; CHO-hERG, FluxOR thallium flux, dofetilide IC70 present; Q12809; hit rate 0.51% among 310,000; activation (rescue from dofetilide block), less the hit threshold, % at 10 µM;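 active means activation above the mean of controls blocked by dofetilide plus 5 SD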;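 further: thallium influx through hERG after potassium depolarization seen as dye fluorescence rise; in these data hits start at about 4.7%; inactives centre near -7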
KCNQ1 block – human KCNQ1 channel inhibition; hit rate 1.3% among 310,000; B-score at 10 µM; CHO-K1 KCNQ1, FluxOR thallium flux fluorescence; stronger effect = higher value; P51787;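 active means compounds whose thallium flux B-score, printed positive for inhibition, exceeds three library SD while starting fluorescence stays within three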;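 further: channel opened by potassium depolarization with thallium stimulus after 20 min compound exposure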
* marks the source's active call; other numbers are inactive results; i = inactive; · = not tested or not shown. Not all compounds are listed; the hit share may differ from the screen's.

SMILES | KCNQ1 pot | KCNK9 block | DYRK1A inh | RGS4 inh | GSK3A inh | GSK3B inh | PolyA inhibitor | KCNK3 inh | RGS4 act | hERG protect | KCNQ1 block
O=C(NCC(=O)N1CCCCCCC1)c1ccc(Br)o1 | i | i | 8 | i | 0 | 0 | i | i | i | -10 | i
CN(CC(=O)Nc1ccccc1C(F)(F)F)C(=O)COc1ccccc1Cc1ccccc1 | i | i | · | i | -1 | · | i | i | i | -1 | i
COc1ccc(Cc2nc3ccc(C(=O)NCC(C)(C)OC)cc3o2)cc1 | i | i | · | i | -1 | -1 | i | i | i | -6 | i
CC(=O)c1cn(CCCCCCCn2cc(C(C)=O)c(=O)[nH]c2=O)c(=O)[nH]c1=O | i | i | -2 | i | -3 | 0 | i | i | i | -8 | i
COc1ccc(N(C(=O)c2snc(C(N)=O)c2N)C(C(=O)NC2CCCCC2)c2ccc(C)o2)c(OC)c1 (stereo not drawn) | i | i | -6 | i | 1 | -4 | i | i | i | -9 | 6*
CCOC(=O)CSc1nnc(Cc2ccccc2)n1CC1CCCO1 (stereo not drawn) | i | i | 3 | i | -1 | 1 | i | i | i | -12 | i
CCOC(=O)c1ccc(S(=O)(=O)N2CCC(N3CCCCC3)CC2)cc1 | i | i | -1 | i | -3 | -1 | i | i | i | -9 | i
NC(=O)C1CCN(C(=O)Nc2csc3ccccc23)CC1 | i | i | · | i | 1 | -1 | i | i | i | -5 | i
COc1ccc(-c2cc(-c3nnc(COC(=O)CC4CC5CCC4C5)o3)c3ccccc3n2)cc1OC (stereo not drawn) | i | i | 0 | i | -1 | 0 | i | i | i | -25 | i
O=C(CN1CCN(CC(=O)c2ccc(F)cc2)CC1)Nc1ccccc1Cl | i | i | -2 | i | -6 | -2 | i | i | i | -11 | i
COc1nc(N(C)C)nc(N(C#N)S(=O)(=O)c2ccc(C)cc2)n1 | i | i | -6 | i | -2 | · | i | i | i | -7 | i
Cc1cnc(C(=O)OCC(=O)Nc2cccc(S(=O)(=O)N3CCCCC3)c2)cn1 | i | i | -8 | i | 0 | 4 | i | i | i | -11 | i
O=C(O)/C(=C\c1ccccc1)c1ccc2ccccc2c1 | i | i | · | i | -3 | 6 | i | i | i | -3 | i
COc1ccc(C(=O)NCCNc2ccc([N+](=O)[O-])cn2)cc1 | i | i | -2 | i | 1 | -3 | i | i | i | -5 | i
O=C(CCc1nnc(Cc2c[nH]c3ccccc23)o1)NC(C1CC1)C1CC1 | i | i | 2 | i | 0 | -1 | i | i | i | -10 | i

Laid out differently: results already given
The line under a structure holds: KCNQ1 pot	KCNK9 block	DYRK1A inh	RGS4 inh	GSK3A inh	GSK3B inh	PolyA inhibitor	KCNK3 inh	RGS4 act	hERG protect	KCNQ1 block
CN(CC(=O)Nc1ccccc1C(F)(F)F)C(=O)COc1ccccc1Cc1ccccc1
    i	i	·	i	-1	·	i	i	i	-1	i
COc1ccc(Cc2nc3ccc(C(=O)NCC(C)(C)OC)cc3o2)cc1
    i	i	·	i	-1	-1	i	i	i	-6	i

Next section
SMILES | KCNQ1 pot | KCNK9 block | DYRK1A inh | RGS4 inh | GSK3A inh | GSK3B inh | PolyA inhibitor | KCNK3 inh | RGS4 act | hERG protect | KCNQ1 block
CCOC(=O)N1CCC(Nc2ccc(N3C(=O)C4CCCCC4C3=O)cc2[N+](=O)[O-])CC1 (stereo not drawn) | i | i | -2 | i | 1 | 1 | i | i | i | -4 | i
Cn1nnnc1SCCNCc1ccccc1F | i | i | 0 | i | 0 | 1 | i | i | i | -9 | i
CCOC(=O)c1cnc(-c2ccccc2)nc1-c1ccccc1 | i | i | 4 | i | -2 | -2 | i | i | i | -6 | i
COc1ccc(OCCCC(=O)Nc2cccc([N+](=O)[O-])c2C)cc1 | i | i | 7 | i | -4 | -1 | i | i | i | -11 | i
Cc1csc2ncc(C(=O)N(Cc3ccccc3)c3ccccn3)c(=O)n12 | i | i | -4 | i | -4 | 3 | i | i | i | -4 | i
O=C(C1CCC1)N1CCc2cc(S(=O)(=O)N3CCN(c4ccccn4)CC3)ccc21 | i | i | 6 | i | -2 | 3 | i | i | i | -10 | i
O=C(NCCc1ccccc1)c1ccccc1NC(=O)C1CC=CCC1C(=O)O (stereo not drawn) | i | i | 1 | i | -2 | 3 | i | i | i | -5 | i
N#Cc1cc(-c2ccccc2)cnc1Sc1ccc(Cl)cc1 | i | i | 0 | i | -3 | 1 | i | i | i | -14 | i
CCC(=O)Oc1ccc2c(=O)c(-c3ccc4ccccc4n3)c(CC)oc2c1C | i | i | -1 | i | -4 | -8 | i | i | i | -6 | i
Cc1ccc(S(=O)(=O)/N=C2\C=C(Nc3cccc(C(=O)O)c3)C(=O)c3ccccc32)c(C)c1 | i | i | 76* | i | 15 | 1 | i | i | i | -10 | i
CC12CCC(=O)N1C(C(=O)Nc1nnc(SCc3ccc(F)cc3)s1)CS2 (stereo not drawn) | i | i | -2 | i | -3 | 8 | i | i | i | -6 | i
N#Cc1c2c(c(NCCN3CCOCC3)n3c1nc1ccccc13)CCCC2 | i | i | 9 | i | · | 0 | i | -8.9* | i | -12 | i
COc1ccc(-c2cc(C#N)nc(Cl)n2)cc1 | i | i | · | i | -1 | 1 | i | i | i | -8 | i
COc1ccccc1NC(=S)N(CCc1c(C)[nH]c2ccccc12)Cc1cccs1 | i | i | 3 | i | -1 | 0 | i | i | i | -24 | i
Nc1cc(C(=O)OCC(=O)NCCCc2ccccc2)ccc1Cl | i | i | 5 | i | 0 | 0 | i | i | i | -10 | i
CCOc1ccc(N=Cc2c(O)cc(C)oc2=O)cc1 | i | i | 2 | i | -3 | 1 | i | i | i | -8 | i
COC(=O)C1=NN(C(=O)c2ccc(Cl)cc2)C(O)(c2ccccc2)C1 (stereo not drawn) | 39* | i | -3 | i | -2 | 1 | i | i | i | 38* | i
COc1cccc(C(=O)O/N=C(\N)c2ccncc2)c1 | i | i | 13 | i | 2 | 0 | · | i | i | -7 | i
COC(=O)c1ccc(COC(=O)c2ccccc2OC)cc1 | i | i | 5 | i | -1 | 3 | i | i | i | -9 | i
COc1ccc2[nH]c(=O)c(CN(Cc3ccco3)C(=O)c3ccccc3)cc2c1 | i | i | -5 | i | -2 | -1 | i | i | i | -8 | i
CSc1ncccc1C(=O)OCC(=O)N(C)c1c(N)n(Cc2ccccc2)c(=O)[nH]c1=O | i | i | -2 | i | 1 | -2 | i | i | i | -15 | i
COc1cc(C(=O)NCC(=O)n2nc(C)cc2C)cc(OC)c1OC | i | i | 1 | i | 0 | -4 | i | i | i | -17 | i
Cn1c(SCC(=O)N2CCCCC2)nc2c(c1=O)SCC2 | i | i | -4 | i | -2 | 0 | i | i | i | -8 | i
CCC(C)C1C(C#N)=C(N)Oc2n[nH]c(-c3ccccc3)c21 (stereo not drawn) | i | i | -2 | i | 0 | 2 | i | i | i | -12 | i
CCn1nc(C)c(Oc2ccccc2O)c1C | i | i | -4 | i | 0 | 1 | i | i | i | -8 | i
Cc1ccc(Cn2nnc3c(=O)[nH]c(C4CCN(S(=O)(=O)c5ccc(S(=O)(=O)NC6CC6)cc5)CC4)nc32)cc1 | i | i | -8 | i | -1 | 1 | i | i | i | -4 | i
Cc1ccc2c(c1)cc(C(=O)N1CCN(c3ccccn3)CC1)n2C | i | i | 6 | i | -1 | 4 | i | i | i | 4 | i
Nc1nc(SCC(=O)Nc2ccccc2Oc2ccccc2)n[nH]1 | i | i | -1 | i | 2 | 0 | i | i | i | -6 | i
CCCN(Cc1cc2cccc(C)c2[nH]c1=O)C(=O)c1cccc(OC)c1 | i | i | 0 | i | -4 | 0 | i | i | i | -7 | i
O=S(=O)(Nc1cccc(-c2nnco2)c1)c1ccc(Cl)cc1 | i | i | -2 | i | -2 | 3 | i | i | i | -6 | i
Cc1ccc(C)c(S(=O)(=O)N2CCCOC2CNC(=O)C(=O)NCCc2ccco2)c1 (stereo not drawn) | i | i | 5 | i | 6 | 3 | i | i | i | -7 | i
CCOc1ccc2nc(Cl)c(CN(C(C)=O)C3CCCCC3)cc2c1 | i | i | 6 | i | · | 4 | i | i | i | -16 | i
CS(=O)(=O)N1CCN(C(=O)NC23CC4CC(CC(C4)C2)C3)CC1 | i | i | -3 | i | -1 | -1 | i | i | i | -7 | i
COc1cccc(-c2nnc(SCCOc3ccc4c(C)cc(=O)oc4c3)o2)c1 | i | i | 2 | i | 22 | 6 | i | i | i | -2 | i
COCCNC(=O)CSc1ncnc2sccc12 | i | i | 2 | i | -2 | 1 | · | i | i | -8 | i
CCN(CC(=O)Nc1ccc(Cl)c(S(=O)(=O)N(C)C)c1)CC(=O)NC(C)C | i | i | 1 | i | -1 | 1 | i | i | i | -6 | i
CCc1cc(SC#N)cc(C)c1N | i | i | -1 | i | -1 | 5 | i | i | i | -14 | i
O=[N+]([O-])c1ccc(N/N=C2/CCCCC2c2ccccn2)c([N+](=O)[O-])c1 (stereo not drawn) | i | i | -1 | i | 1 | -2 | i | i | i | -6 | i
CCOc1ccccc1C(=O)NCC(=O)NC(C)c1ccc(-n2ccnc2)cc1 (stereo not drawn) | i | i | 7 | i | -3 | 2 | i | i | i | -17 | i
CCN(c1ccccc1)S(=O)(=O)c1cccc(C(=O)NCc2ccccn2)c1 | i | i | 3 | i | -1 | -6 | i | i | i | -17 | i
CCN(CC(=O)Nc1ccccc1OC)C(=O)c1cc(S(=O)(=O)N2CCCCCC2)ccc1OC | i | i | · | i | 0 | 0 | i | i | i | -19 | i
CCOC(=O)c1sc(N/N=C/c2ccc(N(C)C)cc2)nc1C | i | i | 1 | i | -2 | 3 | i | i | i | -12 | i
CCOC(=O)C1(Cc2ccc(OC)cc2)CCN(C(=O)c2csc(C)n2)CC1 | i | i | -3 | i | 1 | -1 | i | i | i | -7 | i
O=C(Cc1ccccc1)NC(=S)Nc1ccc(OC(F)F)cc1 | i | i | -3 | i | -3 | -5 | i | i | i | 2 | i
COCCCNC(=O)C1CCCN(S(C)(=O)=O)C1 (stereo not drawn) | i | i | -1 | i | 0 | -1 | i | i | i | -7 | i
